High-throughput results (PubChem)
ARNT TACC3 PPI – disrupts binding between human ARNT and TACC3; actives 0.66% (n = 390,000); AlphaScreen His-ARNT PAS-B/GST-TACC3 binding, luminescence; TACC3 fragment carries E629A point mutation; inhibition, % at 9.99 µM; AID 623870;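 active means mean inhibition of replicates at least 50% and at least half of replicates each reaching 50%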;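 further: 0% = complete ARNT plus TACC3 wells and 100% = ARNT alone without TACC3; many hits fall short of the cut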
* marks the source's active call; other numbers are inactive results. The list is partial; rates above refer to the full screens.

compound | ARNT TACC3 PPI
Cn1nc(C(F)(F)F)c(/C=N/OC(=O)c2ccccc2Cl)c1SCc1ccccc1Cl | -4.3
CCOC(=O)C1CCN(C(=O)CSC2=NCCS2)CC1 | -0.9
COc1cc(NS(=O)(=O)c2cc(C)ccc2OC)c(OC)cc1Cl | -23.9
COc1ccccc1N1CCN(CC(=O)Nc2ccc(CN3CCCCC3)cc2)CC1 | 15.4
O=[N+]([O-])c1ccc2nc(SCc3ccccc3Cl)sc2c1 | -0.8
O=C(c1ccc(Cl)cc1)C1CCN(C(=O)C2CC2)CC1 | 10.4
CCCC(=O)C1=C(O)C(C(=O)OC)C(C)(C)CC1=NC(C)C (stereo not drawn) | -2.5
COc1ccc(C2CC(=O)c3cnc(N4CCN(Cc5ccccc5)CC4)nc3C2)cc1 (stereo not drawn) | 2.7
CCCCC1CC(/C(C)=N/NC(N)=O)OC1=O (stereo not drawn) | -5.2
C/C(=N\N)c1c(-c2ccccc2)c2cc(Br)ccc2[nH]c1=O | -2.9
CC1Cc2ccccc2N1CC(=O)NC(=O)NCc1ccco1 (stereo not drawn) | -7.8
C=CCN1C(=O)C(CC(=O)O)SC1=Nc1c(C)n(C)n(-c2ccccc2)c1=O (stereo not drawn) | -6.2
Cc1ccc(OCC(=O)N2CCCc3ccccc32)cc1 | -3.5
COc1cc(OC)c2c(-c3cccc(-c4ccc(C(C)=O)cc4)c3)cc(=O)oc2c1 | -0.5
CC1(C)Cc2nc3sc4c(=O)n(CC(N)=O)cnc4c3cc2CO1 | 20.4
C=CCn1nc([N+](=O)[O-])nc1Sc1cccc2cccnc12 | 73.7*
C#CCSc1nc(-c2cccs2)ccc1C#N | -7.2
Cc1ccc(C)c(Cn2nnc3c(=O)[nH]c(C4CCN(C(=O)c5cccs5)CC4)nc32)c1 | 1.7
O=C(COc1ccccc1)NNc1c2ccccc2nc2ccccc12 | -6.0
CCc1cccc2c(SC(C)C(=O)NCC3CCCO3)nc(-c3ccccc3)nc12 (stereo not drawn) | -5.3
COc1cc(Cl)cc2c1Sc1ccccc1/C2=C/CCN(C)C | 22.6
O=C1c2ccccc2C(=O)N1CCc1nc(-c2ccc(Cl)cc2)no1 | 6.7
O=C(Nc1ccc(N2CCOCC2)cc1)c1ccc(S(=O)(=O)N2CCCCC2)cc1 | 4.0
CCCN1Cc2cccc(C(=O)NC3CCCC3)c2C1=O | 2.3
Cc1nc2sc3c(c2c(=O)o1)CCC3 | -4.1
CCC(c1c(C)[nH]oc1=O)c1c(C)[nH]oc1=O | -5.8
COc1cccc(C2CC(c3ccccc3Cl)n3nc(N)nc3N2)c1 (stereo not drawn) | -6.8
Cc1cccc(C(=O)N2CCN(c3ccc([N+](=O)[O-])c(NCc4ccco4)c3)CC2)c1 | 3.5
COC(=O)c1ccc(CSc2nc3cc(Cl)ccc3o2)cc1 | -5.2
CCCNC(=O)CCn1nc(-c2ccccc2)c2ccccc2c1=O | -3.4
CC(=O)c1c(C(C)=O)c(C)n(C2CCCCC2)c1C | -10.2
Nc1cccc2c(O)cc(S(=O)(=O)O)cc12 | 43.3
CC1(c2ccccc2)NC(=O)N(CCOc2ccccc2)C1=O (stereo not drawn) | -0.4
Cc1ccc(C2=CSC3=NS(=O)(=O)CCN23)cc1C | -2.6
CC(=O)N=C1SC2CS(=O)(=O)CC2N1c1ccccc1Cl (stereo not drawn) | -0.6
COC(=O)c1ccc(C2C(C#N)=C(C)NC3=C2C(=O)CC(C)(C)C3)cc1 (stereo not drawn) | 0.3
CCC(=O)NC1=C(NC(C)c2ccccc2)C(=O)c2ccccc2C1=O (stereo not drawn) | 5.3
CCN(CC)CCNc1nc2c(c(=O)[nH]c(=O)n2C)n1CC(O)COc1ccc(Cl)cc1Cl (stereo not drawn) | -8.3
O=C(CCCn1c(=O)[nH]c2ccsc2c1=O)NCc1cccs1 | -4.1
CC1Oc2ccccc2OC1C(=O)Nc1ccccn1 (stereo not drawn) | 1.4

Two consecutive entries already listed:
compound | ARNT TACC3 PPI
Cn1nc(C(F)(F)F)c(/C=N/OC(=O)c2ccccc2Cl)c1SCc1ccccc1Cl | -4.3
CCOC(=O)C1CCN(C(=O)CSC2=NCCS2)CC1 | -0.9

Other entries follow.
compound | ARNT TACC3 PPI
CCOC(=O)CS(=O)(=O)c1nc(-c2ccc(F)cc2)cc(C(F)(F)F)n1 | 1.2
COc1cccc(N2CCN(Cc3nc4ccccc4c(=O)[nH]3)CC2)c1 | 5.3
COc1ccccc1NC(=O)COc1ccc(C(=O)OCC(=O)N(C(C)C)C(C)C)cc1OC | -3.8
O=C(COC(=O)Cc1cccs1)Nc1ccccc1F | -12.3
CCC(C)(C(=O)NC1CCCCC1)N(C(=O)c1ccccn1)c1ccccc1 (stereo not drawn) | -3.9
CCc1cc2c3c(c1)/C(=C1/SC(N)=NC1=O)C(=O)N3C(C)(C)C=C2C | -8.6
COc1ccc(S(=O)(=O)N2CCC(C(=O)Nc3cccc(C(C)=O)c3)CC2)cc1C | -7.2
COc1ccc(-c2csc(N(Cc3ccccc3)C(=O)COc3ccc(Cl)cc3)n2)cc1 | -5.6
Cc1nc2ccccc2nc1OCC(=O)Nc1cc(C(F)(F)F)ccc1N1CCOCC1 | -15.7
CN(Cc1ccccc1)Cc1nc2c(c(=O)n(C)c(=O)n2C)n1CCc1ccccc1 | 2.8
COc1ccc(Cl)cc1-c1n[nH]c(=S)n1C | 1.5
COC(=O)c1ccc(S(=O)(=O)N2CCCC2)o1 | 6.2
Cc1c2cnn(-c3ccccc3)c(=O)c2c(C)n1CCCC(=O)N1CCN(c2ncccn2)CC1 | 5.7
CCOc1ccc(N(CC)C(=O)COc2cc(=O)n(CC)c3ccccc23)cc1 | -0.1
CCOC(=O)c1c(NC(=O)C2CC(Cl)=CCC2C(=O)O)sc2c1CCCCC2 (stereo not drawn) | -0.3
Fc1ccc(-c2nnc(NC3=NCCCCC3)o2)cc1 | -0.5
CCOc1ccccc1C(=O)NCC(=O)OCC(=O)NCCc1ccc(S(N)(=O)=O)cc1 | 17.0
CC(C)OC(=O)C1C(=O)CC(C)(O)C(C(=O)OC(C)C)C1c1cccnc1 (stereo not drawn) | -4.8
CC(=O)N(CCc1ccccc1C)Cc1cc2cc3c(cc2[nH]c1=O)OCO3 | -14.8
Cc1ccc(OCc2nnc(SCC(=O)c3ccccc3)n2Cc2ccco2)cc1 | -9.8

In the list so far, three contain a CF3 group.
compound | ARNT TACC3 PPI
Cn1nc(C(F)(F)F)c(/C=N/OC(=O)c2ccccc2Cl)c1SCc1ccccc1Cl | -4.3
CCOC(=O)CS(=O)(=O)c1nc(-c2ccc(F)cc2)cc(C(F)(F)F)n1 | 1.2
Cc1nc2ccccc2nc1OCC(=O)Nc1cc(C(F)(F)F)ccc1N1CCOCC1 | -15.7

(more compounds)
compound | ARNT TACC3 PPI
CN(C)S(=O)(=O)c1ccc(C(=O)Nc2cccnc2)cc1 | -3.4
Cc1ccc(N2C(=O)CC(Sc3ncn[nH]3)C2=O)cc1C (stereo not drawn) | -6.6
COC(=O)CNc1nc(OC)nc(N(C)C)n1 | -28.0
Cc1ccc(N(C(=O)Cn2nnc(-c3ccc(C)o3)n2)C(C(=O)NC2CCCC2)c2ccco2)cc1 (stereo not drawn) | -5.1
NC(CC(=O)O)c1cccc(OCc2ccccc2)c1 (stereo not drawn) | -1.7
Cc1ccc(S(=O)(=O)c2nc(-c3ccco3)oc2SCC(=O)NCC2CCCO2)cc1 (stereo not drawn) | 0.4
c1ccc(C(Cc2nc(-c3cccnc3)no2)c2ccccc2)cc1 | 19.6
CC(C)C(NC(=O)c1ccc(Cl)cc1)C(=O)O (stereo not drawn) | -3.9
COc1cccc(N(CC(=O)Nc2ccccc2C)S(C)(=O)=O)c1 | -4.4
CCOC(=O)c1c(-c2ccc(Cl)cc2)cn2ccccc12 | -2.5
O=C1Nc2ccccc2C12Nc1ccccc1-c1nc3ccccc3n12 (stereo not drawn) | -2.1
COc1cc(Cl)c(S(=O)(=O)NCCN2CCOCC2)cc1Cl | 28.0
Cc1ccc(/C=N/NC(=O)C2CCN(Cc3ccc(F)cc3Cl)CC2)o1 | 4.8
COc1cccc(-c2nnc3sc(-c4ccccn4)nn23)c1 | 32.3
O=S(=O)(NCc1ccc2c(c1)OCO2)c1cccc(S(=O)(=O)N2CCOCC2)c1 | 2.8
Cn1cnc([N+](=O)[O-])c1Sc1ncccc1N | 9.4
COC(=O)C(C(=O)Nc1ccc(OC)cc1)C1CCCCCC1 (stereo not drawn) | -0.5
CC(C)SC1=NC(C)(C)C=C(/C=C/c2c(Cl)cccc2Cl)N1 | 15.8
COc1ccc(CCNC(=O)C2CCN(S(=O)(=O)c3cccc4nsnc34)CC2)cc1OC | -16.2
O=C(O)Cn1nc(-c2ccccc2)c2ccccc2c1=O | 0.2

6 entries out of the list, sorted by length of the SMILES, smallest number first:
compound | ARNT TACC3 PPI
COC(=O)CNc1nc(OC)nc(N(C)C)n1 | -28.0
O=C(O)Cn1nc(-c2ccccc2)c2ccccc2c1=O | 0.2
COc1cccc(-c2nnc3sc(-c4ccccn4)nn23)c1 | 32.3
CN(C)S(=O)(=O)c1ccc(C(=O)Nc2cccnc2)cc1 | -3.4
c1ccc(C(Cc2nc(-c3cccnc3)no2)c2ccccc2)cc1 | 19.6
COc1cccc(N(CC(=O)Nc2ccccc2C)S(C)(=O)=O)c1 | -4.4

More entries:
compound | ARNT TACC3 PPI
O=C(c1ccc(=O)n(Cc2ccc(Cl)c(Cl)c2)c1)N1CCOCC1 | -7.3
COc1ccccc1NC(=O)N1CCN(c2ccc(F)cc2)CC1 | 4.3
COc1ccc(CCNC(=O)CSc2nc3c(c(=O)n(C)c(=O)n3C)n2C)cc1OC | -1.7
O=C(CCC(=O)c1ccc(Br)cc1)Nc1cccc(C(F)(F)F)c1 | -1.0
Nc1c(S(=O)(=O)c2ccccc2)c2nc3ccccc3nc2n1/N=C/c1cccc(O)c1 | 1.8
O=C(c1ccccc1F)N1CCN(CC2CC3C=CC2C3)CC1 (stereo not drawn) | -1.2
CCOc1ccc2nc(N(CCN(C)C)C(=O)c3cc4ccccc4cc3OC)sc2c1 | 24.9
COC1(OC)C(/C=C/c2ccc(Cl)cc2)C(C#N)(C#N)C1(OC)OC (stereo not drawn) | 0.4
CN(C)C1CCN(Cc2cc(COCc3ccccc3)c3cccnc3c2O)C1 (stereo not drawn) | 75.3*
COCCOC(=O)C1=C(C)N(Cc2ccccc2)C(=O)NC1c1ccc(OC)cc1 (stereo not drawn) | 1.4
O=C(CN(c1ccccc1)S(=O)(=O)c1ccccc1)NCCSCc1ccco1 | -11.4
CCOc1cc(C(=O)NCC2CCCO2)cc(OCC)c1OCC (stereo not drawn) | -2.2
CCOC(=O)c1ccc(NC(=O)CSc2n[nH]c(-c3ccncc3)n2)cc1 | -14.4
CCn1cc(CNCc2ccc(OCC(O)CN(C)Cc3ccccc3)cc2)cn1 (stereo not drawn) | 3.6
CCc1ccc(NC(=O)CN2CCc3ccccc3C2)cc1 | -11.6
Nc1ccc(C(=O)Nc2ccco2)cc1 | 27.0
Cc1ccccc1OCC1Cc2c(nc(N)c(C#N)c2N)O1 (stereo not drawn) | -7.4
Cc1cc(C)cc(NC(=O)CN2CCN(CCN=CC3=C(O)CC(C)(C)CC3=O)CC2)c1 | -0.7
O=C(O)c1ccc2c(c1)C(=O)N(C(Cc1ccccc1)C(=O)O)C2=O (stereo not drawn) | -4.7
Cc1cc(C)n2ncc(C(=O)Nc3ccc4c(c3)OCO4)c2n1 | -1.6
CC(=O)Nc1cccc(N2C(=O)CC(Cc3ccccc3)C2=O)c1 (stereo not drawn) | -7.7
Nn1cc(-c2ccccc2)nc1SCC(=O)N1CCN(S(=O)(=O)c2ccccc2)CC1 | 8.1
COc1cc(N)cc(NC(=O)c2ccncc2)c1 | -10.5
COc1cccc(N2CC(C(=O)Nc3c(C)cccc3C)CC2=O)c1 (stereo not drawn) | -0.1
CC1CCN(C(=O)c2ccc(S(=O)(=O)N(C)C)cc2)C(C)C1 (stereo not drawn) | -5.1
Cc1ccccc1-c1nc(CN2CCC(C(=O)NCc3ccco3)CC2)c(C)o1 | -37.3
CCOc1cc(NC(=O)C2CC2)c(OCC)cc1NC(=O)c1ccccn1 | 3.0
CCN1C(=O)C2(SC(NC(C)=O)=NN2C(C)=O)c2cc(C)ccc21 (stereo not drawn) | -7.8
COc1ccc(-c2cc(C(=O)NCCN3CCOCC3)c3ccccc3n2)cc1 | 21.6
O=C(COC(=O)C1CC(=O)N(Cc2ccco2)C1)c1ccc(OC(=O)c2ccccc2)cc1 (stereo not drawn) | -3.4
Cc1ccc(CN(C)CCc2ccccn2)cc1 | -7.6
Nc1ncnc2c1ncn2CCN1CCOCC1 | 2.7
CCCCC(=O)NC(=S)Nc1ccccc1C(=O)Nc1ccccc1 | -14.2
CCn1ncc(Br)c1C(=O)N(C)C12CC3CC(CC(C3)C1)C2 | -5.4
O=C(NCc1cccnc1)NC(C(F)(F)F)C(F)(F)F | -12.5
CC1(C)CC(=O)C=C(NCc2ccco2)C1 | -14.0
C/C(=N\Nc1ccc(Cl)cc1)c1ccccn1 | 1.7
N#Cc1ccccc1NC(=O)Nc1cccc(Cl)c1 | -6.7
O=C(Cc1cn2ccsc2n1)Nc1nc2c(s1)CCCC2 | -1.5
O=C1C2C3C=CC(C3)C2C(=O)N1c1cccc(-c2nc3ccccc3o2)c1 (stereo not drawn) | -6.6
Cc1ccc(NC(=O)Cc2cn3ccsc3n2)nc1 | 10.9
Cc1onc(-c2ccccc2)c1C(=O)Nc1ccc2c(C)cc(=O)oc2c1 | -7.2
O=C(COc1ccc(Cl)cc1Cl)Nc1nc2n(n1)C(c1ccccc1)CC(=O)N2 (stereo not drawn) | -3.6
O=S(=O)(Nc1cccc(-c2cn3cccnc3n2)c1)c1ccc(-c2ccccc2)cc1 | 18.1
